LEDGF integ inh: blocks HIV-1 LEDGF/p75-dependent DNA integration; TR-FRET IN-LEDGF/p75 DNA integration, Eu/Cy5; inhibition, % at 3.7 µM; 0.64% of 370,000 active;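 active = inhibition above the screen-wide mean plus 3 SD, cut at about 13% in these data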;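 note: signal is the Cy5 over europium emission ratio at 671 and 618 nm; 0% = plate median of compound wells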
PRMT1 inh: inhibitors of human PRMT1. inhibition, % at 2.79 µM. AID 652257. 1.3% of 370,000 active. recombinant PRMT1, activity-based probe fluorescence polarization. Q99873;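 active = inhibition above about 21% made by adding two undisclosed values, limit read from the data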
Target sequence (Q99873 whole entry, looked up): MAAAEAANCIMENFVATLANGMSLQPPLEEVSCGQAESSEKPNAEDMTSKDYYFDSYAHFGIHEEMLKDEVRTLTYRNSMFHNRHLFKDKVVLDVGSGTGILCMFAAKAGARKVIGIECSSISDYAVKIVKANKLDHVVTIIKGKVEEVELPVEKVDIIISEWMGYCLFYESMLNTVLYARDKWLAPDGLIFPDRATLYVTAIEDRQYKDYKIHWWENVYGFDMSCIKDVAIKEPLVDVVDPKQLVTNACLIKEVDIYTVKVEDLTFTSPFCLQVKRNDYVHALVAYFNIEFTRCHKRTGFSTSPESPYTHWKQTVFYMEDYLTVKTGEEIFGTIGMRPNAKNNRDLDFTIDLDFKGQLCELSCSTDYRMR
ABHD4 inh: inhibitors of mouse ABHD4; Q8VD66; purified mABHD4, FP-Rh probe fluorescence polarization; inhibition, % at 8.92 µM; 0.54% of 370,000 active;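 active = inhibition exceeding the mean over every tested compound plus 3 SD, cut at about 30% in these data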;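 note: 0% = plate median of compound wells and 100% = S159A mutant with DMSO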
Target sequence (Q8VD66 whole entry, looked up): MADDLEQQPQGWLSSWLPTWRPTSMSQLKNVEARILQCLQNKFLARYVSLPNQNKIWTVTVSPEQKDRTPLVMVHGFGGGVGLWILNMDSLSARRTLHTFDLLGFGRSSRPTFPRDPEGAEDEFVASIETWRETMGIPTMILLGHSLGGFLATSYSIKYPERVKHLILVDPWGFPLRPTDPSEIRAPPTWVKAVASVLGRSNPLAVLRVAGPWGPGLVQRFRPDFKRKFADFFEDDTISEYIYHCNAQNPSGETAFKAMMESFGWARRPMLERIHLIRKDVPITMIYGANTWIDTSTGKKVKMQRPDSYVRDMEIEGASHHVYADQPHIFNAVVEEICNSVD
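system = mouse ABHD4 enzyme, wild type | medium = HEPES pH 7.0, NaCl, Pluronic buffer | also added = FP-Rh probe | incubation = Enzyme–compound pre-incubation 45 min, then probe 60 min, both 25 °C | technique = fluorescence polarization, excitation 525 nm, emission 598 nm, BODIPY TMR filters | controls = S159A mutant high control, sample median low control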
PG9 binder: PG9 antibody binding by small molecule | TR-FRET gp120-PG9 antibody binding | inhibition, % at 6.7 µM | 0.43% of 360,000 active | AID 624416; in the data active = inhibition above about 8.5%
TDP2 absorb: blocks human TDP2 phosphodiesterase activity | 0.34% of 370,000 active | O95551 | inhibition, % at 12.8 µM | recombinant TDP2, T5PNP hydrolysis, p-nitrophenol absorbance 415 nm | AID 720702;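 active = inhibition above the mean of all tested compounds plus 3 SD, set per campaign, cut at about 25% in these data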;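 note: 0% = DMSO with enzyme and 100% = buffer with substrate but no TDP2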
Target sequence (O95551 whole entry, looked up): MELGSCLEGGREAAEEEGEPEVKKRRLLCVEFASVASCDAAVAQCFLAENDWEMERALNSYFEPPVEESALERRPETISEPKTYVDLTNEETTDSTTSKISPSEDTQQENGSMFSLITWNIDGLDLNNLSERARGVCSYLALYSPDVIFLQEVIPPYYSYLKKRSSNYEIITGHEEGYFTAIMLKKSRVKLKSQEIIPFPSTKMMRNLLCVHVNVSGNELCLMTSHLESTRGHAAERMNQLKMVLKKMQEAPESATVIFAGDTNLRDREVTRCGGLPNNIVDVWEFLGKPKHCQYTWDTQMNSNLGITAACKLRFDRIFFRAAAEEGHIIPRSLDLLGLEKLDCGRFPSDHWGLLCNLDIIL
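Test system: Human TDP2 enzyme | Reagent: 5 mM T5PNP | Compound dosing: 12.8 µM single point, 1% DMSO | Incubation: Enzyme reaction with compound for 2 h at 37 °C | Technique: p-Nitrophenol epi absorbance | Read-out: % inhibition relative to enzyme-containing and enzyme-free wells | Benchmarks: High control without enzyme, low control DMSO plus TDP2 | Replicates: Singlicate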
HTRA1 inhibitor: inhibitors of human serine peptidase HTRA1; Q92743; recombinant HTRA1, FP-rhodamine activity-based probe, fluorescence polarization; inhibition, % at 5.96 µM; 0.5% of 340,000 active; in the data active = inhibition above about 36%;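 note: 0% = enzyme with DMSO and 100% = wells lacking enzyme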
SIAE inh: blocks human sialic acid acetylesterase | SIAE FP-Rh probe binding, fluorescence polarization | Q9HAT2 | inhibition, % at 9.66 µM | 0.69% of 370,000 active;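 active = inhibition above a cutoff: mean of compounds within the control limits plus 3 SD of those, cut at about 17% in these data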;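 note: 0% = plate median of compound wells and 100% = probe without SIAE protein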
rCAG binder: r(CAG) repeat RNA binding; TO-PRO-1 dye displacement fluorescence; inhibition, % at 3 µM; 1.3% of 370,000 active; AID 651821;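 active = inhibition above the plate cutoff, the mean of all test compounds on that plate plus 3 SD, cut at about 35% in these data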;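 note: 0% = DMSO alone and 100% = 100 µM mitoxantrone as full dye displacement; higher means more dye released from RNA so lower well fluorescence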
Rev-erbA mod: Rev-erb alpha (human) modulation. Rev-erbα–FITC-DNA binding, fluorescence polarization, 90 min. activity, % at 10 µM. 0.79% of 370,000 active. AID 1259318;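 active = activity above about 14%, limit read from the data; passing the limit was not always enough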;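 note: 0% = DMSO wells with 35 nM protein and 100% = DMSO wells with 750 nM protein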
TCR-CD3 inh: human TCR-CD3 binding inhibition; TAMRA-labeled TCR probe fluorescence, biochemical; inhibition, % at 9.4 µM; 0.37% of 360,000 active; in the data active = inhibition above about 19%;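 note: recombinant mutant TCR 2C K166C tagged with TAMRA read by polarization; 0% = receptor in buffer alone and 100% = receptor with positive control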
* = called active by the depositor; nt = no result given. The list is partial. The share of hits here may be higher or lower than overall.

SMILES	LEDGF integ inh	PRMT1 inh	ABHD4 inh	PG9 binder	TDP2 absorb	HTRA1 inhibitor	SIAE inh	rCAG binder	Rev-erbA mod	TCR-CD3 inh
CCC(C)NC(=O)CSc1nnc(-c2cc(-c3ccc(C)cc3)nc3ccccc23)n1N (configuration not stated)	-3	1	-7	-1.3	3	-16	-13	-1	-2	10
Cc1cccc(CN2CCN(Cc3ccc4nonc4c3)CC2CCO)n1 (configuration not stated)	0	2	5	-0.6	1	-1	6	-5	-2	-3
COc1ccc(Nc2ncc(C#N)c(N)n2)c(OC)c1	-1	-4	-3	-0.2	4	7	6	2	-7	-8
CCCNC(=O)c1ccc(N2CCC3(CC2)CC(c2cccc(Br)c2)=NO3)c(N)c1	5	-1	-11	0.5	-17	-14	-3	11	-1	-2
CN(C)C(=O)c1ccc(-c2cc(C(F)(F)F)n(C)n2)s1	-2	-2	0	0.2	-1	0	-1	-4	-9	9
CCn1c(CSc2nc(C)cc(C)n2)nnc1SCC(=O)Nc1cccc2ccccc12	2	2	2	1.8	5	-6	0	-2	2	3
CC(C)(C)C(=O)Nc1ccc(C(=O)Nc2cccc(Oc3ccc(C(=O)O)c(C(=O)O)c3)c2)cc1	-1	-1	-3	-1.5	1	-10	-3	17	-4	-3
C[C@@H]1CN([C@H](C)CO)C(=O)c2cc(Br)cnc2O[C@H]1CN(C)C(=O)CC1CC1	-2	1	-1	-0.1	-4	2	5	-1	-4	-2
CCOc1cc(CNC2CCCC2)cc(Cl)c1OCc1ccc(F)cc1	-1	-2	17	0.6	1	3	-5	10	-3	2
Cc1cc(S(=O)(=O)NC2CCCCC2)ccc1OCC(=O)NCC1CCCO1 (configuration not stated)	0	2	-3	-0.4	9	3	-6	-8	2	-2
CCN(C(=O)/C=C/c1ccc2c(c1)OCO2)c1ccccc1	2	-1	4	0.4	-20	0	3	1	-3	-8
CC(/C=C1\SC(=S)N(CCC(=O)Nc2ccccc2O)C1=O)=C\c1ccccc1	4	-6	-56	-1.1	18	-70	-64	15	-3	2
Cc1cc(=O)[nH]c(N/N=C/c2ccc(OC(=O)c3ccco3)cc2)n1	2	-4	0	-1.3	-1	5	8	0	1	2
CCC(c1nnnn1C(C)(C)CC)N(CCCN1CCOCC1)Cc1cc2cccc(C)c2[nH]c1=O (configuration not stated)	-3	3	7	-0.5	0	-3	0	-9	6	-2
Oc1cccc(/C=N/N=C/c2cccc(O)c2O)c1O	27*	14	36*	-1.4	0	36*	-12	11	-8	-4
COc1ccc(S(=O)(=O)N2CCCCC2)cc1NC(=O)CSc1ncccn1	-2	4	-4	0.3	5	-1	-3	6	-5	4
O=C1CN(C(=O)COC(=O)/C=C/c2ccc(OC(F)F)cc2)c2ccccc2N1	1	2	0	-1.4	4	-5	-4	-2	0	-3
COc1cccc(CNC(=O)CCNS(=O)(=O)c2ccc3[nH]c(=O)oc3c2)c1	2	-1	0	nt	-13	3	1	1	7	nt
CCOC(=O)C1CCN(C(=O)CN(C)S(=O)(=O)c2ccc3c(c2)c(=O)n(C)c(=O)n3C)CC1	2	-3	-1	-1.1	14	6	0	-3	0	3
Cc1ccc(C)c(C(=O)CCC(=O)Nc2ccc(N3CCN(C)CC3)cc2C)c1	0	-2	2	-0.1	3	-10	6	-3	2	1
COc1ccc2oc(C(=O)OCC(=O)N3CCN(S(=O)(=O)c4ccc(C)cc4)CC3)c(C)c2c1	-1	0	-3	-0.5	-9	-17	-9	7	8	6
Cc1ccc(C)c(NC(=O)c2cc(-c3ccccc3)nn2-c2ccccc2)c1	1	-1	-6	0.3	11	-41	-8	3	5	2
S=c1[nH]nc(COc2ccc(Cl)cc2)o1	1	1	-1	-1.6	11	-4	1	3	1	8
O=C(Nc1cccc(-c2csc(Nc3ccc(Cl)cc3)n2)c1)c1cccc(C(F)(F)F)c1	-2	-1	-7	-2.0	2	13	14	40*	-1	1
COc1cc2c(cc1OC)[C@](C)(c1ccccc1)C[C@@H]2NCC=C(C)C	0	-8	3	1.9	-11	nt	0	1	4	5
SMILES	LEDGF integ inh	PRMT1 inh	ABHD4 inh	PG9 binder	TDP2 absorb	HTRA1 inhibitor	SIAE inh	rCAG binder	Rev-erbA mod	TCR-CD3 inh
Cc1ccc(C(=O)N2CCC[C@@H]2C(=O)N2CCC[C@H]2C(=O)NCc2ccccc2)cc1C	-3	1	5	0.3	-1	nt	-4	-1	-5	6
O=c1oc2ccccc2c2oc3cc(O)c(O)cc3c12	5	5	55*	-1.2	-13	82*	3	41*	-3	21*
O=C(Nc1nnc([C@H]2C[C@H](O)[C@@H](CO)O2)s1)C(c1ccccc1)c1ccccc1	-2	0	0	0.1	7	nt	-1	0	-8	-4
O=C(NCCCc1ccccc1)c1cncc(Br)c1	0	3	-4	0.6	-7	-2	2	-4	-1	-10
COc1ccc(NC(=O)CSc2ccccn2)cc1	-2	1	-4	-0.3	-6	1	6	2	-5	-1
N#CC1=C(N)Oc2cc(O)ccc2C1c1ccncc1 (configuration not stated)	0	0	8	-4.7	-16	4	11	0	4	3
COc1ccccc1CNC(=O)COC(=O)c1ccc(S(=O)(=O)N2CCCC2)cc1	0	0	-9	-0.5	4	0	-3	-4	-5	2
O=C(c1ccccc1)N(Nc1ccccc1)c1ccccc1	-4	-2	-3	-2.4	7	-15	4	-4	2	4
CCOc1cc(C(=O)NC2CC(C)(C)NC(C)(C)C2)cc(OCC)c1OCC	-2	1	4	-0.1	3	-17	-7	-4	1	2
CCN(CCCNC(=O)C1CCCN(S(=O)(=O)c2cnc[nH]2)C1)c1ccccc1 (configuration not stated)	0	-4	2	-4.1	1	-4	3	0	-2	8
CCc1ccccc1NC1=NCC(=O)N1Cc1ccc2c(c1)OCO2	4	6	-5	2.8	3	10	0	3	7	-11
NC(=O)c1nsc(C(=O)N(c2ccc(F)cc2)C(C(=O)NCC2CCCO2)c2ccc3ncccc3c2)c1N (configuration not stated)	-1	-4	-9	-0.1	8	2	-7	-1	-1	-4
C/C(=N\NC(=O)c1nnn(-c2nonc2N)c1CN(C)c1ccccc1)c1cccc(O)c1	-4	0	-1	-0.3	-2	-8	5	-1	2	4
CCOc1ccc(NC(=S)NC(=O)c2cncc(Br)c2)cc1	10	-3	-7	-0.8	-15	0	-1	3	-5	7
C=CCNc1nc(Cl)nc(Nc2ccc(OC)cc2OC)n1	2	-4	-5	-4.4	4	0	-2	-5	-1	-1
COc1ccccc1CC1(C)NC(=O)N(CC(=O)N2CC(C)OC(C)C2)C1=O (configuration not stated)	0	0	-1	-3.3	-7	-1	7	-2	-1	2
Cc1ccc(OCC(=O)OC2CCS(=O)(=O)C2)cc1 (configuration not stated)	-1	7	-12	2.2	-9	7	-10	2	5	-12
C/C=C/c1ccc(OCCCNC2CCCC2)c(OC)c1	-2	2	12	0.1	8	4	-4	4	-1	9
CC(C)CC(=O)Nc1ccc(Oc2ccc(NC(=O)CC(C)C)cc2)cc1	-4	1	-4	-1.6	8	5	-2	-5	1	3
CC1CC(=O)Nc2ccccc2N1C(=O)Nc1ccc(F)cc1F (configuration not stated)	1	-3	-1	-1.2	-9	8	-2	1	-8	0
CCC(O)c1cnc(OCc2ccccc2)nc1OCc1ccccc1 (configuration not stated)	-3	0	-9	-0.9	8	-26	-2	0	0	-7
O=C(OCC(=O)N(C1CCCCC1)C1CCCCC1)c1ccccc1O	-1	0	4	-0.5	5	-41	3	3	-4	4
Cc1cccc(C(=O)NC2CCN(CC(=O)Nc3ccccc3Cl)CC2)c1	0	0	-8	0.2	-3	2	-5	-4	3	2
CCN(CC)CCCn1c2c(c(SCC(=O)Nc3nccs3)nc1=O)CCC2	-1	2	1	-0.4	14	-4	12	-2	-8	0
CCOc1ccc(S(=O)(=O)Nc2cccc(C(=O)NCC(c3ccccc3)N(C)C)c2)cc1 (configuration not stated)	-1	0	2	0.3	-3	-4	4	-6	-2	-3

Complete entries, looked up by structure.
Shown for Cc1cc(=O)[nH]c(N/N=C/c2ccc(OC(=O)c3ccco3)cc2)n1 → LEDGF integ inh = 2; PRMT1 inh = -4; ABHD4 inh = 0; PG9 binder = -1.3; TDP2 absorb = -1; HTRA1 inhibitor = 5; SIAE inh = 8; rCAG binder = 0; Rev-erbA mod = 1; TCR-CD3 inh = 2
Shown for C/C=C/c1ccc(OCCCNC2CCCC2)c(OC)c1 → LEDGF integ inh = -2; PRMT1 inh = 2; ABHD4 inh = 12; PG9 binder = 0.1; TDP2 absorb = 8; HTRA1 inhibitor = 4; SIAE inh = -4; rCAG binder = 4; Rev-erbA mod = -1; TCR-CD3 inh = 9

New compounds follow:
SMILES	LEDGF integ inh	PRMT1 inh	ABHD4 inh	PG9 binder	TDP2 absorb	HTRA1 inhibitor	SIAE inh	rCAG binder	Rev-erbA mod	TCR-CD3 inh
COC(=O)[C@]1(Cc2ccccc2)N[C@H](CN(C)C(=O)c2ccc(C(C)(C)C)cc2)[C@@H]2C(=O)N(Cc3ccccc3)C(=O)[C@@H]21	5	-3	2	1.3	3	-2	1	8	2	5
COc1ccc(Cn2cc(CN3[C@@H](CC(C)C)COc4cc(Br)ccc4S3(=O)=O)nn2)cc1	3	-4	-3	nt	-2	nt	1	3	-3	nt
CCN1CCN(C(=O)c2c(-c3c(Cl)cccc3Cl)noc2C)CC1	3	-1	-1	0.0	18	-2	14	-4	2	-5
CC(C)c1ccc(NC(=O)NCc2ccc(F)cc2)cc1	-3	-1	-6	-0.3	-7	-9	-4	-2	3	14
CCOC(=O)N1N=C(CC)CC1(O)C(F)(F)F (configuration not stated)	-1	0	0	-2.5	-4	3	3	3	1	3
Cc1c(NC(=O)CN2C(=O)c3cccc4cccc2c34)c(=O)n(-c2ccccc2)n1C	-3	0	1	-1.4	3	7	1	-1	-1	-3
Cc1noc(C)c1CSCC(=O)Nc1cccc(C(F)(F)F)c1	-2	0	3	-0.3	-11	-4	12	3	0	-2
Cc1ccc(NS(=O)(=O)c2c(C)[nH]c(C)c2C(=O)N2CCCCC2)cc1Cl	-4	-5	-17	0.7	-18	3	-2	-1	2	-14
CCCn1c(SCC(=O)C(C)(C)C)nc2ccccc21	-4	2	6	1.1	-2	-1	2	-3	-1	-4
COc1cc(OC)cc(C(=O)Nc2ncn[nH]2)c1	-1	-2	3	-0.4	7	3	-1	2	6	5
COc1cc(-n2c(C)nc3cc(C(=O)N4CCCN(C(C)=O)CC4)ccc32)cc(OC)c1OC	-4	5	-3	nt	4	nt	-1	5	6	nt
CC(=O)Nc1ccc2c(c1)c1ccccc1n2C(C)=O	1	2	4	-2.2	-1	1	-7	2	-11	-3
COc1cc(-c2nc3ccccn3c2NCC2CCCO2)ccc1O (configuration not stated)	-5	4	-1	-7.5	-3	6	2	-5	5	-1
COC(=O)C1=NN(c2ccccc2)C2(S1)SC(C(C)=O)=C(C)N2c1ccccc1 (configuration not stated)	-2	4	-2	0.0	-2	0	3	-2	1	-7
Cc1ccc(S(=O)(=O)N2CCN(C(=O)CSc3nnnn3C)C2)cc1	-1	0	0	0.2	0	-3	5	4	3	8
CCc1ccc(-c2cc(C)no2)cc1S(=O)(=O)NCc1ccc(OC)c(OC)c1	1	0	1	-0.9	4	1	-1	0	2	-5

Screening data: PubChem BioAssay, several laboratories
